Source: PubChem
Rad51 HR inh – human RAD51 strand exchange inhibitors, primary screen, biochemical, fluorescence | AID 1385, 2008 | hRad51 DNA strand exchange, fluorescence dequenching | inhibition, % at 10 µM | hit rate 0.085% among 200,000;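 active = inhibition above 40% at the single screening dose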;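 note: 0% = DMSO control wells and 100% = blanks with heterologous ssDNA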
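Test system: preformed human Rad51 ssDNA filaments; also added: Donor/quencher-labelled 47-bp dsDNA substrate; doses: 10 µM final, single point; times: 37 °C 15-min filament assembly, 30-min compound preincubation, 15-min exchange; detection: FRET fluorescence dequenching, excitation 485 nm, emission 520 nm; read-out basis: Fluorescence-based percent inhibition, control- and blank-normalised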
KCC2 mod – KCC2 cotransporter modulators, thallium flux, primary screen, cell-based, HEK293 KCC2, FluoZin-2 fluorescence, MLSMR. Solute carrier family 12 member 5 (Homo sapiens), Q9H2X9. KCC2 cells, thallium flux FluoZin-2 fluorescence. B-score of Tl+ flux slope (higher = more flux/activation; lower = inhibition) at 10 µM. hit rate 2.2% among 190,000;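 active = thallium flux slope and its plate-corrected score both differing from the plate sample mean at a set confidence after two filtering rounds, in either direction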;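 note: slope of fluorescence scaled to starting intensity during 10 to 20 s after thallium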
KLK5 inh – human KLK5 protease inhibitors, primary screen, biochemical, 1536-well; Kallikrein-5 (Homo sapiens), Q9Y337; recombinant hK5, fluorogenic AMC substrate cleavage; inhibition, % at 5 µM; hit rate 0.59% among 210,000; AID 873, 2007;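 active = inhibition of 40% or more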;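 note: 0% = enzyme controls without compound and 100% = no-enzyme blanks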
Target sequence (Q9Y337 67-293 limits assumed): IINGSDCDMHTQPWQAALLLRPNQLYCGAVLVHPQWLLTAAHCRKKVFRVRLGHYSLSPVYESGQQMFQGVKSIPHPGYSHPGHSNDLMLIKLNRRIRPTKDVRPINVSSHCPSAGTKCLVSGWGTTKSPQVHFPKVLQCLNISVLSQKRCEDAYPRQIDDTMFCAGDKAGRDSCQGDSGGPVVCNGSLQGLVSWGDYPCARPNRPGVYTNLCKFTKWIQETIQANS
Thrombin inh – human alpha-thrombin inhibitors, primary screen, counter-screen for coagulation protease inhibitor project, biochemical, 1536-well, fluorogenic AMC substrate; Boc-VPR-AMC fluorogenic substrate cleavage; inhibition, % at 5 µM; Prothrombin (Homo sapiens), P00734; hit rate 0.26% among 220,000;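 active = inhibition at or above 40%; inactive = inhibition below 40%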;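 note: 0% = enzyme with no compound and 100% = wells without enzyme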
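Test system: human alpha-thrombin protein / Dosing: one concentration per compound, 5 µM, with 0.2% DMSO / Medium: pH 7.5 Tris-saline with Tween 20 / Benchmarks: no-compound enzyme wells and no-enzyme blanks / Read-out basis: percent inhibition of thrombin substrate cleavage / Timing: reaction at room temperature / Measured by: fluorescence, ex 355 nm, em 460 nm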
FXIIa inh 1536 – human FXIIa protease inhibitors, primary screen, biochemical, 1536-well | Coagulation factor XII (Homo sapiens), P00748 | purified FXIIa, Boc-QGR-AMC fluorogenic substrate, 2 h | inhibition, % at 5 µM | hit rate 0.3% among 220,000 | AID 800, 2007; in the data active = inhibition above about 40%;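 note: 0% = enzyme with no compound and 100% = blank without enzyme; many of its hits are not listed in these tables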
PERK inh – block of dimerizer-induced PERK translation repression, primary screen, PERK inhibitor project, CHO PERK-DD cells, SEAP luminescence, HTS; Eukaryotic translation initiation factor 2-alpha kinase 3 (Homo sapiens), Q9NZJ5; inhibition, % at 5.6 µM; hit rate 0.17% among 220,000; CHO PERK-DD fusion, SEAP luminescence translation reporter;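 active = inhibition above the mean inhibition of all tested compounds plus 3 SD, set separately per screening campaign, cut at about 2.9% in these data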;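 note: PERK kinase domain activated by AP20187 dimerizer at 100 nM; 0% = DMSO with dimerizer and 100% = rapamycin at 8.4 µM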
m-calpain inh – inhibitors of pig calpain II, primary screen, biochemical, fluorogenic peptide substrate, 1536-well; purified calpain II, 30 min; inhibition, % at 16 µM; hit rate 0.37% among 220,000;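 active = inhibition above about 50%, limit read from the data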
Furin inhibitor – human furin inhibitors, primary screen, biochemical, fluorescence intensity; hit rate 0.061% among 220,000; purified furin, fluorogenic substrate cleavage; P09958; inhibition, % at 30 µM; AID 463115, 2010; in the data active = inhibition above about 25%; note: inactives centre near -15
FXIa inh 1536 – human FXIa protease inhibitors, primary screen, biochemical, 1536-well; purified FXIa, Boc-Glu-Ala-Arg-AMC fluorogenic substrate; inhibition, % at 5 µM; Coagulation factor XI (Homo sapiens), P03951; hit rate 0.14% among 220,000;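 active = inhibition of at least 40%; inactive = inhibition below 40%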;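 note: fluorescence of freed AMC excited at 355 nm; 0% = enzyme without compound and 100% = no enzyme blank; many of its hits are not listed in these tables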
Target sequence (P03951 19-387 limits assumed): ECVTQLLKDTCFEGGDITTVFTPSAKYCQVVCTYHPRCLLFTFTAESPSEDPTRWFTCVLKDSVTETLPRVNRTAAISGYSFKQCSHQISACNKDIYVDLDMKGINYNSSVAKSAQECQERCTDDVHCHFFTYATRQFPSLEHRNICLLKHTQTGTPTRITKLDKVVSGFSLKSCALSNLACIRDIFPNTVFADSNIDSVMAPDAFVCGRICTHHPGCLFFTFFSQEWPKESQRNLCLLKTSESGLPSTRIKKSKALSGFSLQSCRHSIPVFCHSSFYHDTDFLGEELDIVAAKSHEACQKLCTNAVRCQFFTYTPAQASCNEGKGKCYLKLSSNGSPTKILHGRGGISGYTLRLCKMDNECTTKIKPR
Target sequence (P03951 388-625 limits assumed): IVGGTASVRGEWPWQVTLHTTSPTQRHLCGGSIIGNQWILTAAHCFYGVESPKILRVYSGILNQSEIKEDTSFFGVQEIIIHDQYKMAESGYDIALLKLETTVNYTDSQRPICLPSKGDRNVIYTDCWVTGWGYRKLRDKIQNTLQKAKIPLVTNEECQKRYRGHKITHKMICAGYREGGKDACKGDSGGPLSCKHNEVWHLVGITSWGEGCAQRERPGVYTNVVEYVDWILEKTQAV
Numbers without * were called inactive; i = inactive; . = no result given; [ ] = dose if it differs, or a comment.

structure	KLK5 inh	Rad51 HR inh	PERK inh	Thrombin inh	FXIIa inh 1536	KCC2 mod	m-calpain inh	Furin inhibitor	FXIa inh 1536
Nn1c(SCC(=O)N2CCN(S(=O)(=O)c3ccccc3)CC2)nnc1-c1cccs1	-4	2	0.3	-4	12	-1.1	-25	-1[20 µM]	-3
C/C(=N\Nc1ccc(S(=O)(=O)Nc2ccccc2)cc1[N+](=O)[O-])c1ccc(N2CCOCC2)cc1	1	-10	1.1	-2	15	1.6	-20	0	6
COc1ccccc1N1CCN(/N=C/c2ccc(OC)c(OC)c2OC)CC1	.	.	0.9	-5	8	-0.14	6	-14	-4
CC(=O)NCCC(=O)Nc1cccc(S(=O)(=O)N(C)c2ccccc2)c1	-2	-3	1.0	1	10	0.5	-5	-14	-4
COC(=O)c1ccc(CSc2nnc(NC(C)C)s2)cc1	3	-1	-0.2	-1	7	.	3	-6[20 µM]	3
CCc1ccccc1NC(=O)CC1CS(=O)(=O)CC1CC(=O)Nc1ccccc1CC (stereo not drawn)	-27	.	0.9	-7	1	-0.064	-12	-25	1
O=C(NCc1ccc(Cl)cc1)c1ncn[nH]1	-18	7	-0.5	-4	-5	0.22	-1	-6	-6
COc1ccc(C)cc1NC(=O)Cn1cnc2sc(C)c(S(=O)(=O)N3CCOCC3)c2c1=O	-23	-3	2.1	4	10	-0.52	-15	-4[20 µM]	5
NS(=O)(=O)c1ccc(NC(=O)COC(=O)COc2ccccc2)cc1	0	8	2.0	1	7	1.3	4	-23	1
Cc1nc2c(C#N)cnn2c2c1CCN2CC1CCCO1 (stereo not drawn)	-1	2	-0.1	1	6	-0.27	-176	-46	-2
CCc1ccccc1N(CC)C(=O)c1cn(C)c(=O)c2cc(OC)c(OC)cc12	-3	8	0.3	5	20	-0.36	-8	-17	4
CCn1c(CSc2nc3ccccc3s2)nnc1SCC(=O)c1ccc(Cl)cc1	-4	-1	1.1	5	10	-0.73	-8	-4[20 µM]	6
CC(C)N1CCC(N2CCN(C/C=C/c3ccccc3)CC2CCO)CC1 (stereo not drawn)	3	-1	0.5	-7	11	-0.43	-23	-23	0
CC(C)=CCC/C(C)=C/CC/C(C)=N/O	30	-1	2.7	24	40*	-0.0095	24	-16	15
CCCCN(C(=O)CCC(=O)Nc1cc(C)on1)C(C(=O)NC(C)(C)CC)c1cccc(OC)c1OC (stereo not drawn)	-3	-5	-1.0	-5	3	0.89	-3	-10	-3
CC1CCN(C(=O)c2ccc(CNc3c(N4CCCC4)c(=O)c3=O)cc2)CC1	7	.	-0.5	6	18	1.3	8	1	5
COc1cc(OC)cc(C(=O)NC(=S)Nc2cccnc2)c1	-3	-7	0.5	1	10	.	35	-10[20 µM]	2
O=C(CSc1ccccn1)N1CCN(c2ncc(C(F)(F)F)cc2Cl)CC1	-5	-13	0.0	1	9	0.089	9	-8	-5
Cc1cccc(-c2c3c(=O)n(C)c(=O)n(C)c3cn2-c2ccccc2O)c1	-4	2	-1.3	-5	6	.	-47	-2	-7
Cc1cc2n(n1)C(c1ccsc1)Nc1ccccc1-2 (stereo not drawn)	-4	1	-0.5	-1	14	-0.35	-123	-8	0
Cc1[nH]c2ccccc2c1/C=N/NC(=S)NC(C)C	3	-27	0.2	8	24	-0.58	21	15	8
Cc1ccc2oc(Nc3nc(C)c(C)c(C)n3)nc2c1	-8	22	0.3	2	10	0	20	-5	-6
CCc1cccc(CC)c1-n1c(-c2cccnc2)n[nH]c1=S	2	9	1.6	2	10	0.72	-7	-15	0
CC(C(=O)Nc1cccnc1)C1Sc2ccccc2NC1=O (stereo not drawn)	-5	-96	1.3	-11	-1	.	5	-24	0
CCCCN(CC)CCCNC(=O)c1cc2cc3ccc(OC)cc3nc2o1	i	.	-1.4	-20	-173	.	.	-389	-36
Cc1ccc2cccc(NC(=O)c3ccc(Br)o3)c2n1	-26	-6	-0.1	2	16	.	-35	-10	6
COc1ccc(C(=O)O/N=C(\N)Cc2ccc(Cl)cc2)cc1OC	6	-7	-1.1	2	0	-0.032	6	-9[20 µM]	-5
COc1cc([N+](=O)[O-])ccc1NC(=O)CSc1nnc(C)c(C)n1	4	-11	-1.2	-6	6	-1.1	35	0	0
Cc1ccc(C(O)CSc2nnc(-c3ccc4ccccc4c3)n2C)cc1 (stereo not drawn)	-5	13	-0.6	0	3	-2.4	9	-9	-5
NS(=O)(=O)c1ccc(NC(=S)NC(=O)c2cccs2)cc1	-2	12	1.1	-5	3	.	6	-10	1
O=C1CC(c2ccccc2)CC(=O)C1=CN1CCCC1 (stereo not drawn)	-8	2	-0.1	-8	5	0.31	8	33*	-5
O=C(O)c1ccc2c(c1)C(=O)N(N1C(=O)c3ccccc3C1=O)C2=O	-23	10	0.7	-1	7	0.13	-6	-16	-1
Nn1c(SCc2nc3ccccc3[nH]2)nnc1-c1cccnc1	-28	-5	0.3	-3	10	-0.041	-13	-11	-4
Cn1c(CN2CCCC2)nc2cc(NS(=O)(=O)c3ccccc3)ccc21	0	0	-0.1	15	7	0.25	-10	-18[20 µM]	7
CCOC(=O)COc1c(OC)cc(Cl)cc1C1Nc2ccccc2C(=O)N1c1ccccc1 (stereo not drawn)	-36	-4	-1.8	2	7	-0.82	-286	-25[20 µM]	1
Cc1ccc(C)c(N2CCN(C(=O)C34CC5CC(C3)CC(n3nnc(C)n3)(C5)C4)CC2)c1	-8	15	-0.4	-2	-1	-0.072	12	-7	-5
CCOC(=O)c1ccc2c(c1)NCc1cccc(OC)c1O2	-4	-5	0.9	-7	7	-1.4	-10	10	1
COCCCNC(=O)c1ccc(CNS(=O)(=O)c2ccc(NC(C)=O)cc2)cc1	21	.	1.6	2	6	0.18	-15	-15	1
NNc1nc(-c2ccccc2)cc(-c2ccccc2O)n1	-18	0	-1.2	1	15	0.5	-19	5[20 µM]	1
COCCNC(=O)CNS(=O)(=O)c1ccc2nc(C)sc2c1	29	1	1.5	4	17	.	-16	-21	3
CCOc1ccc2c(C)c(C(=O)O)oc2c1OCC	-5	-1	1.2	0	18	-0.68	-183	-15[20 µM]	4
O=C(COC(=O)c1ccc(S(=O)(=O)N2CCOCC2)cc1)NCc1cccs1	0	21	1.7	1	0	0.72	0	-24	-5
CCC(C)n1c(SCC(=O)NC(=O)Nc2ccc3c(c2)OCCO3)nc2ccccc2c1=O (stereo not drawn)	-3	-4	-0.4	-2	9	.	-67	-25	-1
CC(Oc1cc(-c2ccccc2)cc2ccccc12)C(=O)N1CCOCC1 (stereo not drawn)	-3	0	-0.9	1	14	-0.0065	-20	-17[20 µM]	4
CCOc1cc(S(=O)(=O)n2nc(C)cc2C)ccc1Br	.	19	1.4	4	7	-0.25	-4	-14	1
Cc1cccc(CSc2nnc(Cn3c(=O)sc4ccccc43)n2C)c1	-2	9	0.1	4	8	-0.53	2	-11	1
CC(C)C(=O)N(c1ccc(F)cc1)C1C=CS(=O)(=O)C1 (stereo not drawn)	-11	.	0.8	3	26	0.51	-10	-19	18
O=C(NC(=O)c1ccc(F)cc1)Nc1nc(-c2cccs2)cc(C(F)(F)F)n1	-8	.	1.3	-1	5	1.1	-67	-23	-2
CC(C)C(CC(=O)NCc1ccco1)c1ccco1 (stereo not drawn)	-1	1	1.2	4	17	1.1	-32	-22[20 µM]	7
Cc1ccccc1-n1c(SCc2csc(Nc3ccccc3)n2)nnc1-c1cccnc1	-15	-9	-0.1	-13	9	-0.97	-20	-15	0

Further results follow.
structure	KLK5 inh	Rad51 HR inh	PERK inh	Thrombin inh	FXIIa inh 1536	KCC2 mod	m-calpain inh	Furin inhibitor	FXIa inh 1536
Cc1nn(C)cc1C(=O)Nc1ccccc1Br	-9	3	2.0	-4	6	0.49	-10	-17	5
CCOc1ccc(NC(=O)CSc2nnc(CCNC(=O)c3ccc(OC)cc3)n2C)cc1	-6	-3	-0.7	0	8	1.6	-6	-21[20 µM]	-3
O=C(NC1CCCCC1)C(c1ccccc1F)N(Cc1ccco1)C(=O)Cn1nnc2ccccc21 (stereo not drawn)	-28	.	-0.7	-4	2	-0.024	15	-31	-7
COc1ccc(C(=O)OCC(N)=O)cc1[N+](=O)[O-]	-6	0	0.3	-5	5	1.2	-12	-21	1
Cn1cc([N+](=O)[O-])c(C(=O)N/N=C/c2cc3c(cc2Br)OCO3)n1	5	1	1.9	-5	11	.	2	-16	2
NS(=O)(=O)c1ccc(N/N=C/c2ccc3c(c2)OCO3)c([N+](=O)[O-])c1	-7	15	0.8	3	10	0.54	-67	-19	4
Fc1ccc(C2CC(c3cccs3)=NN2c2ccccc2)cc1 (stereo not drawn)	-24	-6	0.2	.	-8	0.47	-56	-37	0
N#CC(=NCc1cccnc1)C1=C(O)c2ccccc2C1=O	-2	-20	1.4	2	6	0.4	10	1	4
CC(C)(C)NC(=O)C1CCN(S(=O)(=O)c2cccc(C(F)(F)F)c2)CC1	2	-10	-0.9	-9	2	0.032	10	-4	-6
O=C(Nc1ccc([N+](=O)[O-])cn1)C1CC1	-6	.	-0.1	-3	7	0.38	28	-5	0
CC(=O)c1cccc(NC(=O)c2ccc(-c3ccccc3[N+](=O)[O-])o2)c1	-24	11	-0.4	-4	5	-2.1	4	-4	-3
Cc1cc(C)nc(N2CCC(C(=O)NCc3ccccc3)CC2)n1	-10	5	0.7	-6	2	-0.078	10	-26[20 µM]	-5
CCN(CC)c1ccc(C=N/C(C#N)=C(\N)C#N)cc1	13	-2	0.7	-11	21	.	14	-29	14
O=[N+]([O-])c1cccc(/C([O-])=C(/C(=S)Nc2ccccc2)[n+]2ccccc2)c1	-14	-15	1.1	-4	23	-0.56	-20	-11	22
CS(=O)(=O)N(CC(=O)N/N=C/c1ccccn1)c1ccc(Oc2ccccc2)cc1	.	.	1.6	-5	3	-1	-21	-18	-3
CCCCNC(=O)CCCCn1c(=S)[nH]c2c([nH]c3ccc(OC)cc32)c1=O	3	-6	-0.7	-6	8	-0.028	19	-29	-1

In another format: 2 of the compounds above
Order of results: KLK5 inh | Rad51 HR inh | PERK inh | Thrombin inh | FXIIa inh 1536 | KCC2 mod | m-calpain inh | Furin inhibitor | FXIa inh 1536
> Cc1cc(C)nc(N2CCC(C(=O)NCc3ccccc3)CC2)n1
    -10 | 5 | 0.7 | -6 | 2 | -0.078 | 10 | -26[20 µM] | -5
> CCN(CC)c1ccc(C=N/C(C#N)=C(\N)C#N)cc1
    13 | -2 | 0.7 | -11 | 21 | . | 14 | -29 | 14

This is a subset. The share of hits here may be higher or lower than overall.
